# Screening data as filed in PubChem.
# GSIS activator: GLuc luminescence reporter in INS-1E cells, primary screen for activators of glucose-dependent secretion of insulin; INS-1E GLuc reporter insulin secretion, 2-3 h; activation, % at 16.6 µM; hit rate 0.61% among 370,000;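 active means lowest replicate activation of at least 40%, so every replicate reaches that level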;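 further: 0% = median of neutral control wells and 100% = median of IBMX positive control wells; some compounds called inactive have numbers as strong as hits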
# FN deposit inh: inhibitors of fibronectin matrix deposition, primary screen, AH1F cells, Alexa488-fibronectin fluorescence, plate reader; hit rate 0.086% among 350,000; AID 743247, 2014; inhibition, % at 12.6 µM; AH1F fibroblasts, overnight;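 active means mean inhibition across replicates of 30% or more, regardless of how many single replicates reach that level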;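 further: positive control wells lacked labelled fibronectin entirely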
#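 Measured by – fluorescence 485/525 nm · System – AH1F fibroblast monolayer, labelled fibronectin deposition · Amount – 10000 cells per well · Buffer or medium – serum-reduced DMEM (2% serum) · Doses – single dose, pinned · Also added – fluorescent fibronectin at 24 nM final · Schedule – 1 h cell attachment, overnight exposure to compound and label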
# Statin myotox sup: suppressors of statin myotoxicity in C2C12 myotubes, primary screen, cell-based, single point, plate reader | hit rate 0.78% among 330,000 | rescue of ATP level, % at 7.49 µM | C2C12 myotubes + simvastatin, ATP luminescence, 48 h; scaled: DMSO 0, geranylgeraniol control 100;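 active means mean ATP rescue above about 67%, or every replicate alone reaching that limit, limit read from the data, passing the limit was not always enough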;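 further: myotubes were challenged with 10 µM simvastatin during compound exposure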
# Cneo AK release: Cryptococcus neoformans cell lysis inducers, primary screen, AK release luminescence, single concentration; C. neoformans lysis, adenylate kinase release luminescence, 4 h; normalised: neutral wells 0, clomiphene wells 100; lysis activity, % at 15 µM; hit rate 0.2% among 360,000; AID 651654, 2012;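 active means mean lysis activity across replicates of at least 80%, whatever share of replicates individually reach that level; inactive means mean lysis activity below 80%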
#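 Material: C. neoformans cells | Amount: Yeast cell density of 5 × 10^6 cells/mL | Medium: Fresh YPD growth medium | Dosing: Single dose | Times: Static 4 h at 37 °C with compound, 1 h detection | Detection: AK luminescence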
# F508del corr: F508del CFTR correction, initial screen, CFBE line, single point; hit rate 0.36% among 350,000; AID 720511, 2013; activity (quench increase), % at 7.58 µM; CFBE cells, YFP halide quenching; stimulated with forskolin plus potentiator P3; % fluorescence drop versus neutral controls;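 active means mean added fluorescence quench of at least 8% versus neutral control, with both replicates also reaching 8%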;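 further: cells transiently co-express mutant CFTR-F508del with the halide-sensitive YFP; corrector assay measuring rescue of mutant channel to the surface after 24 h compound exposure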
# miR122 inh: miR-122 Renilla sensor signal increase in Huh7, primary screen, miR-122 inhibitor project, cell-based, single point, plate reader; Huh7 miR-122 Renilla luciferase sensor, 48 h; neutral wells = 0, positive control = 100; activation (reporter increase), % at 12.5 µM; hit rate 0.3% among 340,000;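 active means mean replicate activation score at least 90 and every replicate individually at or above 90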;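 further: higher luciferase means less miR-122 activity so hits act as miR-122 inhibitors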
# PglD inh: C. jejuni PglD acetyltransferase inhibitors, primary screen, biochemical, DTNB colorimetric, single point. purified PglD enzyme, DTNB colorimetric CoA detection. inhibition, % at 12.5 µM. hit rate 0.098% among 360,000; in the data active means inhibition above about 16%, passing the limit was not always enough; further: strong numbers were not always called active
# PGC1a acetyl inh: inhibitors of PGC1a acetylation signal, primary screen, cell-based, U2OS, AlphaScreen, inhibitor mode. AlphaScreen anti-acetyl-lysine; with virally co-expressed GCN5 acetyltransferase. hit rate 0.17% among 350,000. inhibition, % at 15.6 µM. AID 651687, 2012;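 active means every replicate shows inhibition of at least 40%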;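 further: 0% = neutral control wells and 100% = positive control wells; some results beyond the cut were filed as inactive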
# An asterisk follows results filed as active; nt = no result given; [ ] = dose if it differs, or a comment.
nr	structure	GSIS activator	FN deposit inh	Statin myotox sup	Cneo AK release
1	CCCNC(=O)[C@H]1[C@H](CO)[C@H]2Cn3c(ccc(-c4cncnc4)c3=O)[C@@H]1N2C(=O)Nc1ccccc1	14	nt	17	-1
2	Cc1ccc(CN(C)C(=O)CCNC(=O)c2ccc(Cl)cc2)o1	15	-1	6	-1
3	COc1ccccc1NC(=O)c1ccc(S(=O)(=O)N2CCCC2)cc1	-4	1	nt	1
4	O=C(NC(=S)Nc1ccc(F)c(Cl)c1)C1CC1	-6	8	nt	13
5	O=C(CSc1nnc(CNc2ccc(Cl)cc2)o1)Nc1nc2ccccc2s1	nt	nt	29	-1
6	O=C(c1ccco1)N1CCN(C(=O)C(Sc2ccccc2)c2ccccc2)CC1 (stereo not drawn)	8	nt	3	-3
7	CCOC(=O)c1c(-c2ccccc2)oc2ccc(OC)cc12	nt	nt	nt	4
8	CN(C)C(=O)[C@H]1[C@H](CO)[C@H]2Cn3c(ccc(C4=CCCCC4)c3=O)[C@@H]1N2C	8	nt	0	-2
9	O=C(C[C@@H]1CC[C@@H](NC(=O)CN2CCOCC2)[C@H](CO)O1)NCCc1ccncc1	6	8	4	-1
10	N=C(c1cccc([N+](=O)[O-])c1)N1CCCCC1	-9	-10	nt	nt
11	COC(=O)C[C@@H]1C[C@@H]2c3cc(NC(=O)c4cccnc4)ccc3O[C@@H]2[C@H](CO)O1	26	-16	6	-3
12	C[C@H](CO)N1C[C@H](C)[C@@H](CN(C)C(=O)C2CCCCC2)Oc2ncc(C#Cc3ccccc3F)cc2C1=O	-19	nt	11	nt
13	CC(=O)c1cccc(NC(=O)C(C)OC(=O)C2=NNC(=O)CC2)c1 (stereo not drawn)	nt	-3	-1	0
14	Cc1cc(S(=O)(=O)NC[C@H]2O[C@@H](n3ccc(N)nc3=O)[C@H](O)[C@@H]2O)c(C)s1	-6	2	6	-1
15	OCCC1CN(Cc2nc3ccccc3s2)CCN1CCc1ccccc1 (stereo not drawn)	-13	-16	15	5

nr	F508del corr	miR122 inh	PglD inh	PGC1a acetyl inh
1	nt	nt	-11	nt
2	0.3	0	0	-2
3	7.1	-1	-2	-3
4	-5.5	-5	-3	-5
5	nt	-1	4	-1
6	nt	6	2	-12
7	nt	-5	-2	-12
8	1.4	-1[16.7 µM]	-2	-5
9	1.8	2[16.7 µM]	0	-6
10	-1.5	-3	nt	12
11	0.6	-1[16.7 µM]	3	3
12	-5.9	-2[16.7 µM]	nt	16
13	3.1	0	7	2
14	1.9	-4	3	-10
15	0.8	2	0	-6

# As entered above:
# entry 5 in PglD inh → 4
# entry 7 in PGC1a acetyl inh → -12
# entry 1 in Cneo AK release → -1

# Later entries.
nr	structure	GSIS activator	FN deposit inh	Statin myotox sup	Cneo AK release
16	COc1cccc(C2C(C#N)=C(N)Oc3cc(C)n(Cc4ccccn4)c(=O)c32)c1OC (stereo not drawn)	-7	nt	3	-1
17	Cc1ccc(S(=O)(=O)CC(C)N2CCN(C3CCCCC3)CC2)cc1 (stereo not drawn)	nt	-2	-4	-2
18	COc1cccc(CN2CCC(Oc3ccc(C(=O)N4CCCCC4)cc3)CC2)c1O	4	11	1	-3
19	Cc1cc(=O)n2[nH]c(-c3ccc(Cl)cc3)cc2n1	0	nt	-16	-3
20	N#CC1=C(N)Oc2cc(O)ccc2C1C1CCCCC1 (stereo not drawn)	9	nt	-54	-1
21	CCOc1ccc(NC(=O)c2ccc(-n3cccn3)nc2)cc1	-3	-8	4	nt
22	CCOc1ccc(S(=O)(=O)N(CC)CC(=O)N2CCCC2)cc1C	0	1	12	4
23	COc1ccc(N(CC(=O)N/N=C(\C)c2ccc(C)cc2)S(=O)(=O)c2ccccc2)cc1	32	0	-6	1
24	CN(C)/C=C(/C#N)C(=O)c1cccc(Oc2ccc(C(C)(C)C)cc2)c1	nt	-1	-4	-3
25	C/C(=N\NC(=O)CNC(=O)c1cccc(F)c1)c1ccc2ccccc2c1	-3	-4	-11	3
26	COC(=O)c1cc(NC(=S)N2CCN(c3ccccn3)CC2)cc(C(=O)OC)c1	5	nt	-3	-2
27	CC(=O)Oc1ccc(C(=O)Nc2ccccc2C(=O)NCC(C)C)cc1	22	5	-39	2
28	Cc1nn(C)c(C)c1CN(C)C(=O)c1cnn2c1NC(c1ccccc1)CC2C(F)(F)F (stereo not drawn)	8	nt	-5	-1
29	c1ccc(C(c2ccccc2)N2CCN(Cc3nnnn3C3CCCC3)CC2)cc1	nt	nt	77*	6
30	CN(c1ccccc1)S(=O)(=O)c1ccc(C(=O)N2CCCC2)cc1	5	2	5	nt

nr	F508del corr	miR122 inh	PglD inh	PGC1a acetyl inh
16	nt	-3	-5	-11
17	nt	-2	1	-8
18	-3.2	-5	-4	nt
19	nt	7	1	2
20	nt	13	3	-4
21	4.3	-5	nt	-1
22	1.4	-2	3	10
23	-0.8	-1	-8	-5
24	nt	5	-1	-9
25	0.9	8	9	-7
26	0.8	16	-1	-3
27	nt	-1	0	3
28	nt	-3	0	7
29	nt	-13	3	4
30	0.7	nt	nt	-1

# (cont.)
nr	structure	GSIS activator	FN deposit inh	Statin myotox sup	Cneo AK release
31	CC[C@H](C)[C@@H](CNC)NC[C@@H](Cc1ccc(O)cc1)NCC(C)(C)C	-10	-12	-24	3
32	Cc1ccc(C)c(NC(=O)C2CCN(S(=O)(=O)c3ccc4c(c3)NC(=O)CO4)CC2)c1	-2	-3	0	1
33	COC(=O)C1=C(C)N(c2ccc(F)cc2)/C(=C/c2ccc(O)cc2)C1=O	5	2	115*	1
34	CC(C)C[C@@H](CNCC(=O)[C@H](CC(C)C)NC(=O)c1[nH]cnc1C(=O)N[C@@H](C)CN)NC(=O)c1nc[nH]c1C(=O)N[C@@H](C)C(=O)O	7	8	5	1
35	Cc1ccc2nc(-c3ccc(C#N)cc3)c(Cc3ccccc3C(F)(F)F)n2c1	0	1	5	-1
36	CN(C(=O)Nc1ccccc1)C1CCCc2ccccc21 (stereo not drawn)	4	6	5	0
37	Fc1cccc(Cc2c(-c3cccc(Cl)c3)nc3ccc(Br)cn23)c1	-24	-7	-35	0
38	O=c1[nH]c(N2CCCCC2)nc2c1CCCC2	nt	-6	-5	nt
39	CNC(=O)CSc1nc2nn(-c3ccccc3)c(=O)c-2c2n1CCCCC2	4	nt	-7	2
40	COc1cccc(CNC(=O)c2cc3c(c(-c4cccc(-c5ccncc5)c4)n2)[C@H](CCO)N([S@@](=O)C(C)(C)C)C3)c1	-14	-1	-13	-18
41	COc1ccccc1-c1ccc([C@@H]2C[C@H]3[C@H](CON3C)CN2C(=O)c2ccc(-c3ccccc3)cc2)cc1	-8	nt	11	-4
42	Cc1cccc(N2CCN(C(=O)NCc3ccc(F)cc3)CC2)c1C	-5	4	24	1
43	CSCC[C@@H](C(=O)NCCCCCCCCCCC(=O)N1CCN(C(=O)OC(C)(C)C)CC1)n1cc(CCO)nn1	1	-8	-12	-5
44	CCCc1cc(C(=O)Nc2cccc([N+](=O)[O-])c2)cs1	-59	-5	-3	-11
45	Cc1ccccc1NC(=O)/C(C#N)=C/c1ccc(-c2ccc(Cl)c(C(=O)O)c2)o1	9	0	7	-3

nr	F508del corr	miR122 inh	PglD inh	PGC1a acetyl inh
31	2.2	-6	1	2
32	-0.8	3	nt	4
33	0.2	-2	-3	12
34	5.2	-3	-11	0
35	-2.3	-9	-3	0
36	2.5	2	1	0
37	-2.3	-1	3	-12
38	nt	-1	nt	-3
39	0.4	20	-1	-27
40	0.5	nt	-1	-13
41	-0.9	48	-4	-2
42	-2.7	-7	0	nt
43	-0.7	-4	-1	-15
44	-1.6	-1	-1	nt
45	1.1	-5	-15	14

# Three compounds from above, arranged by their value in miR122 inh, smallest number first:
item	molecule	miR122 inh
42	Cc1cccc(N2CCN(C(=O)NCc3ccc(F)cc3)CC2)c1C	-7
45	Cc1ccccc1NC(=O)/C(C#N)=C/c1ccc(-c2ccc(Cl)c(C(=O)O)c2)o1	-5
36	CN(C(=O)Nc1ccccc1)C1CCCc2ccccc21 (stereo not drawn)	2

# The main list resumes, repeating the four entries before the break.
nr	structure	GSIS activator	FN deposit inh	Statin myotox sup	Cneo AK release
42	Cc1cccc(N2CCN(C(=O)NCc3ccc(F)cc3)CC2)c1C	-5	4	24	1
43	CSCC[C@@H](C(=O)NCCCCCCCCCCC(=O)N1CCN(C(=O)OC(C)(C)C)CC1)n1cc(CCO)nn1	1	-8	-12	-5
44	CCCc1cc(C(=O)Nc2cccc([N+](=O)[O-])c2)cs1	-59	-5	-3	-11
45	Cc1ccccc1NC(=O)/C(C#N)=C/c1ccc(-c2ccc(Cl)c(C(=O)O)c2)o1	9	0	7	-3
46	CCCN1C2CCCC1CC(NC(=O)c1cccc(Cl)c1)C2 (stereo not drawn)	-12	3	-5	1
47	CN(C)c1ccc(/C=C2\CCCc3c2nc2ccccc2c3C(=O)O)cc1	1	-4	3	-10
48	O=C(CSc1nc2ccccc2s1)N1c2ccccc2Sc2ccc(Cl)cc21	-23	nt	-10	-2
49	COC(=O)c1ccsc1NC(=O)C1=COCCO1	9	5	-5	0
50	C[C@H](CO)N1C[C@H](C)[C@H](CN(C)Cc2ccc(C(F)(F)F)cc2)Oc2ccc(NC(=O)CCN3CCOCC3)cc2CC1=O	11	nt	18	-7
51	COc1ccc([C@H]2CC(=O)C=C(c3cccc(CO)c3)C2)cc1OC	35	-2	-2	-1
52	Cc1cc2n(n1)C(c1cccs1)Nc1ccccc1-2 (stereo not drawn)	nt	3	nt	0
53	CC(OC(=O)c1cc(S(=O)(=O)N(C)C)ccc1N1CCCC1)C(=O)NCc1ccccc1 (stereo not drawn)	4	nt	-23	3
54	CCCNC(=O)C[C@@H]1C[C@H]2c3cc(NS(C)(=O)=O)ccc3O[C@H]2[C@@H](CO)O1	1	-14	-4	20
55	COCC#Cc1cnc2c(c1)C(=O)N([C@@H](C)CO)C[C@H](C)[C@@H](CN(C)C(C)=O)O2	20	2	-11	2
56	Cc1ccc(Cn2ncc3c(N4CCN(CCc5ccccc5)CC4)ncnc32)cc1	-17	-8	17	0

nr	F508del corr	miR122 inh	PglD inh	PGC1a acetyl inh
42	-2.7	-7	0	nt
43	-0.7	-4	-1	-15
44	-1.6	-1	-1	nt
45	1.1	-5	-15	14
46	-2.8	-2	4	-3
47	0.4	-2	5	11
48	nt	2	5	-32
49	5.9	-9	-1	5
50	1.6	7[16.7 µM]	1	1
51	1.3	-8	-3	-11
52	nt	-2	-3	-1
53	0.1	-10	0	-2
54	1.1	4[16.7 µM]	3	0
55	-2.6	14[16.7 µM]	13	3
56	-0.4	-1	2	10

# Values in list order from above.
# GSIS activator, compounds 23 to 30: 32, nt, -3, 5, 22, 8, nt, 5
